RPL19A TOR yeast: alters RPL19A-GFP fluorescence in TOR pathway yeast screen | S. cerevisiae RPL19A-GFP strain, flow cytometry, 3 h; stronger effect = lower value | percent response vs DMSO, % at 10 µM | 330,000 tested, 0.3% active | AID 2025;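 active = percent response vs DMSO below 50%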;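 also: median channel GFP fluorescence of the barcoded RPL19A-GFP strain; ratio of sample median GFP to plate DMSO average so 100% = DMSO; lower means less RPL19A-GFP as with rapamycin TOR inhibition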
CIT2-GFP yeast: alters CIT2-GFP fluorescence in TOR pathway yeast screen; S. cerevisiae CIT2-GFP strain, flow cytometry, 3 h; 100 means same as DMSO wells; GFP response vs DMSO, % at 10 µM; 320,000 tested, 0.065% active; AID 2029;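 active = GFP response relative to DMSO above a set limit, near the screen mean plus 3 SD, cut at about 150% in these data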;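 also: ratio of well median GFP fluorescence to mean of DMSO wells on the plate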
MEP2 TOR yeast: yeast TOR pathway MEP2-GFP modulation; S. cerevisiae MEP2-GFP strain, flow cytometry GFP, 3 h; 100% = DMSO control level; GFP response vs DMSO, % at 10 µM; 330,000 tested, 0.51% active; AID 2016;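 active = GFP response versus DMSO above a set limit, roughly screen mean plus 3 SD, cut at about 180% in these data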;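 also: median GFP fluorescence of the barcode-gated MEP2-GFP cells per well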
procasp3 activ: activates human procaspase-3. P42574. recombinant procaspase-3 D3A, Ac-DEVD-pNA absorbance 405 nm. activation, % at 8.5 µM. 330,000 tested, 0.11% active. AID 463141;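 active = activation above the mean of all tested compounds plus 3 SD, cut at about 21% in these data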;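 also: 0% = DMSO alone and 100% = DMSO wells spiked with extra 5 µM PC-3 D3A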
Target sequence (P42574 whole entry D9A/D28A/D175A): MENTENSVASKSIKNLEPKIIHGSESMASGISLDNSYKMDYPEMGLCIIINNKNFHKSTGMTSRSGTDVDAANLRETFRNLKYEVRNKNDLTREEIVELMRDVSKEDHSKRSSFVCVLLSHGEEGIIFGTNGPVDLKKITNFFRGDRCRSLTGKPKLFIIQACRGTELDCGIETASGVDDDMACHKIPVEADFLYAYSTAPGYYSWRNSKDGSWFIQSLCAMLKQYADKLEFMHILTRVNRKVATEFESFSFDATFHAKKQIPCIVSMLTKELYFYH
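Test system: Procaspase-3 D3A mutant; medium: Zinc-free HEPES/NaCl buffer with 0.01% Triton X-100 at pH 7.4; reagent: DEVD-pNA substrate; doses: one concentration, 8.5 µM nominal, 0.8% DMSO; times: 1 h preincubation plus 2 h reaction at 25 °C; signal: Epi-absorbance at 405 nm of released p-nitroaniline, 0 and 120 min; replicates: singlicate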
LAP4-GFP MLPCN: yeast TOR pathway LAP4-GFP modulation | S. cerevisiae LAP4-GFP multiplex, flow cytometry GFP, 3 h; median GFP as percent of DMSO wells | GFP response vs DMSO, % at 10 µM | 320,000 tested, 0.34% active;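 active = GFP response vs DMSO above a set limit, about the screen mean plus 3 SD, cut at about 150% in these data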
proCasp7 act: counter-screen for procaspase-3 activators: activators of human procaspase-7; P55210; recombinant procaspase-7, Ac-DEVD-pNA absorbance 405 nm; D23A/D198A/D206A triple mutant, cannot self-cleave; scale: DMSO 0, 5 µM enzyme 100; activation, % at 8.5 µM; 330,000 tested, 0.093% active; AID 463210;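 active = percent activation above the screen-wide mean plus 3 SD, cut at about 25% in these data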
Target sequence (P55210 whole entry D23A/D198A/D206A): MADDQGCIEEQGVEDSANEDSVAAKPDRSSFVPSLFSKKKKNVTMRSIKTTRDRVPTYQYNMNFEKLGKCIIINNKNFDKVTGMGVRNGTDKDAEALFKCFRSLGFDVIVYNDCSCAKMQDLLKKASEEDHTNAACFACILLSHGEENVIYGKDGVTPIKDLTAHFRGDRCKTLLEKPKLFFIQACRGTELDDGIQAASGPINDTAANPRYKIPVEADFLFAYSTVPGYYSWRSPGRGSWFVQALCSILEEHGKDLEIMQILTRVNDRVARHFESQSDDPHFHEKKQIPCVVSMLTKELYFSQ
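System: Uncleavable procaspase-7 mutant enzyme; Amount: 2 µM procaspase-7 mutant as dispensed; Schedule: 1 h compound preincubation, 2 h substrate cleavage, 25 °C; Measured by: 405 nm absorbance of p-nitroaniline; Evaluation: percent activation from buffer-corrected 0–120 min absorbance change; Control set: low DMSO alone, high DMSO plus 5 µM PC-7.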
AGP1-GFP MLPCN: alters AGP1-GFP fluorescence in TOR pathway yeast screen | S. cerevisiae AGP1-GFP multiplex flow cytometry, 3 h; GFP as percent of DMSO wells | GFP response vs DMSO, % at 10 µM | 320,000 tested, 0.02% active | AID 2066;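 active = GFP response relative to DMSO above a set limit, near screen average plus 3 SD, cut at about 150% in these data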;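 also: median GFP channel fluorescence of the gated AGP1 strain per well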
AHR act: human AHR activation. AHR-responsive luciferase reporter cells, luminescence. 320,000 tested, 2.5% active. activation, % at 5 µM; in the data active = activation above about 47%;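 also: 0% = vehicle wells and 100% = reference agonist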
Starred values were filed as active, the others as inactive; / = not tested or not shown; [ ] = remark or other dose.

SMILES	RPL19A TOR yeast	CIT2-GFP yeast	MEP2 TOR yeast	procasp3 activ	LAP4-GFP MLPCN	proCasp7 act	AGP1-GFP MLPCN	AHR act
Cc1ccc(-n2nnnc2SCC(=O)NNC(=O)c2ccco2)cc1C	103	105	113	3	108	8	108	6
COc1cc(C(=O)COC(=O)c2ccncc2)cc(OC)c1OC	92	88	93	-8	94	0	92	3
COc1cccc(OC)c1C(=O)Nc1c(C(=O)N2CCN(C)CC2)oc2ccccc12	98	101	97	2	97	11	99	3
COc1ccccc1CCN1C(=S)NC(C)(C)CC1(C)O (stereo unspecified)	101	95	110	9	98	1	95	16
O=C(Nc1ccnc(-c2ccncc2)n1)c1ccccc1Cl	99	88	93	16	104	5	97	31
Cc1cc(C)nc(SCc2ccc(C(=O)O)o2)n1	93	91	97	-10	87	0	98	-3
Cn1cc(S(=O)(=O)NCc2cccs2)c(=O)n(C)c1=O	95	95	95	1	96	1	96	-1
COc1ccc(OC)c(NC(=O)COC(=O)CN2C(=O)NC3(CCCC3)C2=O)c1	99	100	98	4	102	3	104	-1
CN1C(C)(C)CC(NC(=O)CCC(=O)NC2CC(C)(C)N(C)C(C)(C)C2)CC1(C)C	98	100	98	-5	93	14	98	-1
O=C1C2CCCN2C(c2ccccc2)N1c1nccs1 (stereo unspecified)	101	97	103	12	100	-2	109	3
CN(C(=O)CSc1nnc(-c2ccc(F)cc2)n1C)C1CCS(=O)(=O)C1 (stereo unspecified)	98	90	96	-10	95	6	93	0
O=C(NCCc1ccccc1)c1ccc2nc(-c3ccco3)c(-c3ccco3)nc2c1	99	100	108	-19	107	-22	101	-1
Cc1ccc(NS(=O)(=O)c2cc(Br)cnc2N)c(Cl)c1	108	115	102	-3	101	4	108	0
COc1ccc(N/C=C/C(=O)c2ccc(C)cc2)c([N+](=O)[O-])c1	105	98	105	-11	100	7	101	-5
CCc1ccc(N/C(N)=N/c2nc(CSc3ccccn3)cc(=O)[nH]2)cc1	94	96	96	-2	100	-1	99	30
CC(=O)Nc1nnc(-c2ccc3c(c2)CCCC3)o1	108	105	98	4	104	7	105	59*
CCOC(=O)c1cc(=O)n2nc(-c3ccc(C)cc3)nc2s1	101	102	105	8	104	-1	111	-4
Cc1ccc(/C=C2\S/C(=N/S(=O)(=O)c3cccs3)NC2=O)cc1	97	99	102	2	101	-2	98	-2
Cc1ccc(OCCCSc2ncccn2)cc1C	98	91	110	-1	105	-3	99	1
COc1ccccc1N1CCN(C(=O)CSc2nc(C)cc(=O)[nH]2)CC1	100	107	102	0	98	2	107	1
COC(=O)c1cc(Br)c(=O)n(-c2ccccc2F)c1	99	101	94	-7	100	7	104	1
CCN(CC)S(=O)(=O)c1ccc2oc(C(=O)NC3CCCc4ccccc43)c(C)c2c1 (stereo unspecified)	98	100	103	-1	96	-7	108	2
COc1ccc(C(=O)CCS(=O)(=O)c2ccc(C)cc2)cc1	98[may fluoresce green]	116[may fluoresce green]	98[may fluoresce green]	-28	114[may fluoresce green]	-28	106[may fluoresce green]	-1
COc1ccc(C(=O)N[C@H](C(=O)NCCCSc2ccccc2)C(C)C)cc1	96	104	102	-1	96	8	98	7
C/C(=N\N=C1\NC(=O)C(CC(=O)Nc2ccc(C)c(Cl)c2)S1)C(C)(C)C (stereo unspecified)	104	92	104	2	117	3	98	1
CCn1c(=O)cc(SCC(=O)Nc2ccc(C)cn2)c2ccccc21	93	88	94	12	97	-3	90	25
COc1ccccc1CCNC(=O)CCn1nc(C)c2c(C)n(-c3ccccc3)nc2c1=O	97	99	102	3	96	7	97	3
Cc1ccc(C(=O)NCC(=O)Nc2ccc(Cl)cc2)s1	92	86	97	3	97	-6	96	6
CC(NC(=O)COC(=O)C1CC1C)c1ccccc1 (stereo unspecified)	94	91	93	-2	94	-1	96	1
COCCCn1c(Cc2ccccc2)nnc1SCC(=O)N1CCCCC1	100	103	100	-6	98	2	104	-4
CN(/N=C/c1cc(Cl)cc(Cl)c1O)C(=S)NC(C)(C)C	104	98	103	7	109	0	105	2
Cc1nn(-c2ccccc2)c(-n2cccc2)c1C(=O)O	109	113	108	3	109	-13	115	1
Cn1cc(Br)c(-c2cccc(N3C(=O)CCCC3=O)c2)n1	93	93	87	-12	107	1	102	0
Cc1cccc(C)c1N1CCN(CCn2c(=S)[nH]c3ccccc3c2=O)CC1	98	103	104	/	93	/	96	/
CC(OC(=O)c1cc(Br)ccc1O)C(=O)Nc1ccc(S(=O)(=O)N2CCCC2)cc1 (stereo unspecified)	108	102	106	-3	113	8	117	-2
CCCNc1c(NS(=O)(=O)c2ccc(C)cc2C)c(=O)oc2ccccc12	91	89	91	-13	86	-1	85	5
O=C(COc1cc(F)ccc1[N+](=O)[O-])Nc1ccc2c(c1)OCO2	96	101	113	8	106	1	97	-4
CCCCCCOc1ccc(N2C(=O)CC(SCCN)C2=O)cc1 (stereo unspecified)	87	106	134	-14	133	-7	120	0
O=C(O)c1c2c(nc3ccc(F)cc13)CCC2	101	108	103	8	101	9	104	-3
c1ccc(COc2ccc(CNCc3cccs3)cc2)cc1	98	98	105	2	104	-6	98	3
Cc1cc(C(=O)N2CCCc3ccccc32)ccc1[N+](=O)[O-]	100	101	107	5	95	-7	99	3
C=CCn1c(Oc2ccccc2)nc2c1c(=O)n(C)c(=O)n2C	101	93	96	-2	106	0	99	2
CCC(C)Sc1ccc([C@H]2N[C@@](C)(C(=O)OC)[C@H]3C(=O)N(C)C(=O)[C@@H]23)cc1 (stereo partly specified)	96	94	98	6	103	-2	100	-1
COc1ccc(-c2nonc2NC(=O)c2ccco2)cc1OC	104	103	108	-3	95	-9	106	2
COc1cccc(N2[C@@H](CC(=O)O)c3ccccc3S2(=O)=O)c1	98	97	101	4	98	5	99	4

For convenience, some entries already given:
SMILES	RPL19A TOR yeast	CIT2-GFP yeast	MEP2 TOR yeast	procasp3 activ	LAP4-GFP MLPCN	proCasp7 act	AGP1-GFP MLPCN	AHR act
COc1ccccc1CCNC(=O)CCn1nc(C)c2c(C)n(-c3ccccc3)nc2c1=O	97	99	102	3	96	7	97	3
Cc1ccc(C(=O)NCC(=O)Nc2ccc(Cl)cc2)s1	92	86	97	3	97	-6	96	6
CC(NC(=O)COC(=O)C1CC1C)c1ccccc1 (stereo unspecified)	94	91	93	-2	94	-1	96	1
COCCCn1c(Cc2ccccc2)nnc1SCC(=O)N1CCCCC1	100	103	100	-6	98	2	104	-4
CN(/N=C/c1cc(Cl)cc(Cl)c1O)C(=S)NC(C)(C)C	104	98	103	7	109	0	105	2
Cc1nn(-c2ccccc2)c(-n2cccc2)c1C(=O)O	109	113	108	3	109	-13	115	1
Cn1cc(Br)c(-c2cccc(N3C(=O)CCCC3=O)c2)n1	93	93	87	-12	107	1	102	0
Cc1cccc(C)c1N1CCN(CCn2c(=S)[nH]c3ccccc3c2=O)CC1	98	103	104	/	93	/	96	/
CC(OC(=O)c1cc(Br)ccc1O)C(=O)Nc1ccc(S(=O)(=O)N2CCCC2)cc1 (stereo unspecified)	108	102	106	-3	113	8	117	-2
CCCNc1c(NS(=O)(=O)c2ccc(C)cc2C)c(=O)oc2ccccc12	91	89	91	-13	86	-1	85	5
O=C(COc1cc(F)ccc1[N+](=O)[O-])Nc1ccc2c(c1)OCO2	96	101	113	8	106	1	97	-4
CCCCCCOc1ccc(N2C(=O)CC(SCCN)C2=O)cc1 (stereo unspecified)	87	106	134	-14	133	-7	120	0
O=C(O)c1c2c(nc3ccc(F)cc13)CCC2	101	108	103	8	101	9	104	-3
c1ccc(COc2ccc(CNCc3cccs3)cc2)cc1	98	98	105	2	104	-6	98	3
Cc1cc(C(=O)N2CCCc3ccccc32)ccc1[N+](=O)[O-]	100	101	107	5	95	-7	99	3
C=CCn1c(Oc2ccccc2)nc2c1c(=O)n(C)c(=O)n2C	101	93	96	-2	106	0	99	2
CCC(C)Sc1ccc([C@H]2N[C@@](C)(C(=O)OC)[C@H]3C(=O)N(C)C(=O)[C@@H]23)cc1 (stereo partly specified)	96	94	98	6	103	-2	100	-1
COc1ccc(-c2nonc2NC(=O)c2ccco2)cc1OC	104	103	108	-3	95	-9	106	2
COc1cccc(N2[C@@H](CC(=O)O)c3ccccc3S2(=O)=O)c1	98	97	101	4	98	5	99	4

Following part
SMILES	RPL19A TOR yeast	CIT2-GFP yeast	MEP2 TOR yeast	procasp3 activ	LAP4-GFP MLPCN	proCasp7 act	AGP1-GFP MLPCN	AHR act
CC(=O)Nc1ccc(OCC(O)CN2C(C)CCCC2C)cc1 (stereo unspecified)	100	104	95	7	89	3	99	0
O=C(CCC(=O)c1cccs1)Nc1nc2ccccc2s1	95	88	105	-1	103	-2	93	38
O=C(COc1ccc(F)cc1)N1CCc2ccccc2C1	96	103	103	10	115	14	103	3
CS(=O)Cc1cc(Sc2ccccc2)nc(-c2ccncc2)n1 (stereo unspecified)	94	100	97	7	106	-10	108	0
O=C(c1cc(COc2c(F)cccc2F)on1)N1CCC(c2ccncc2)CC1	93	87	92	7	98	4	96	16
Cc1cc(-c2nnc(SCc3cccnc3)o2)no1	102	106	105	6	101	6	105	2
COc1cc(O)c2c(=O)cc(-c3ccccc3)oc2c1	96	92	94	0	103	-2	94	5
CCOc1ccccc1N1CCN(C2=C(NS(=O)(=O)c3cccs3)C(=O)c3ccccc3C2=O)CC1	97	102	99	2	84	-4	98	13
CCOc1cc(NC(=O)c2ccccc2OC)c(OCC)cc1NC(=O)c1ccccc1	101	104	98	6	92	-2	100	6
Cc1csc(NC(=O)CCc2ccc(S(=O)(=O)N3CCOCC3)cc2)n1	99	104	99	4	99	3	103	5
COc1cc(SC)ccc1C(=O)OCC(=O)N1CCCC1	104	112	110	-3	99	5	105	0
CCOC(=O)c1nn(-c2ccc(C)cc2)c2nc(Nc3ccccc3)cc(=O)n12	103	102	118	-4	104	6	101	3
COc1ccc(-c2ccc3oc(-c4ccc(OC)cc4)c(C#CCO)c3c2)cc1	97	86	88	-6	130	4	81	-5
O=C(Cn1ncc2c3ccccc3n(Cc3ccccc3)c2c1=O)NCCCN1CCCC1=O	95	88	95	1	79	8	79	3
O=C(CN1CCCC1)Nc1ccccc1Sc1ccc(Cl)cc1	99	98	101	-7	99	0	101	2
CCOc1ccc2nc(SCc3ccc(F)cc3)sc2c1	96	94	96	8	87	-3	94	-8
COC(=O)c1ccc(N=Nc2ccccc2)cc1	95	84	98	4	108	7	91	0
CC(=O)CCC(=O)NC1CCCc2c1cnn2-c1ccc(C(C)(C)C)cc1 (stereo unspecified)	99	99	101	-5	102	-3	100	1
Cc1cccc(C(=O)NC2=NCCS2)c1	102	104	103	9	112	-3	98	9

Assay outcomes: PubChem BioAssay, several laboratories
